Menin-MLL TR inh = menin-MLL binding inhibition, Texas Red mutant peptide. O00255. Menin + Texas Red MLL mutant peptide, fluorescence polarization. Potency, µM (titrated, usually from 61.6 µM), for the others: top-dose FP activity change, negative = inhibition, actives largely listed as inhibitors. actives 0.23% (n = 270,000); active means well fitted inhibition curve with a large enough effect in the polarisation, with a control signal flat, not every such curve was filed as active; inconclusive means small, poorly fitted or top-dose-only effect, or effect the other way, or a change in a side signal; inactive means no such curve, though single readings can be large or run the other way; the % refers to the polarisation; further: potency means the concentration at half of the fitted maximal effect; % of control where 0% means no effect; many of its hits are not listed in these tables
GALK inhibitor = galactokinase (human) inhibition; P51570; Purified GALK, Kinase-Glo residual ATP luminescence; Potency, µM (highest dose often 57.5 µM), inactives show at the highest dose activity change, negative = inhibition, usual class: inhibitors; actives 0.007% (n = 270,000); further: potency means the concentration at half of the fitted maximal effect; on the % scale 0 is the no-effect control and ±100 the full control effect
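Human GALK (5 nM) with 35 uM ATP and 100 uM galactose in 20 mM HEPES pH 8.0, 5 mM MgCl2, 60 mM NaCl, 1 mM DTT, 0.01% BSA. After 1 h at room temperature, leftover ATP was read by Kinase-Glo Plus luminescence.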
Eya2 inh = inhibitors of human Eya2 phosphatase activity. O00167. recombinant Eya2, OMFP fluorescence dephosphorylation (OMFP is methylfluorescein phosphate). Potency, µM (top dose mostly 76.9 µM), without a hit: at the top dose activity, negative = inhibition, hits mostly inhibitors. actives 0.006% (n = 330,000). AID 488837; further: potency means the concentration at half of the fitted maximal effect; on the % scale 0 is the no-effect control and ±100 the full control effect
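Eya2 protein (added as 0.2 uM solution) was preincubated with compound for 10 min at ambient temperature in 50 mM HEPES pH 7.5, 50 mM NaCl, 5 uM MgCl2, 0.05% BSA, 1 mM DTT. OMFP (added at 50 uM) then reacted 10 min; fluorescence read at 485/525 nm.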
USP2a inh = inhibitors of human ubiquitin-specific protease USP2a; USP2 core, Ub-CHOP2 coupled fluorogenic reporter, 485/531; Potency, µM (series often up to 38.3 µM), for the others: at the highest dose activity change, negative = inhibition, actives largely listed as inhibitors; actives 0.01% (n = 330,000);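 further: potency means the concentration at half of the fitted maximal effect; plate controls were DMSO wells for no effect and full inhibition by NEM control for full effect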
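Deubiquitinase activity read as fluorescence (485/531 nm) after Ub-CHOP2 cleavage activates the enterokinase reporter on its substrate; USP2 core 10nM, Ub-CHOP2 and substrate 25nM each, 30min compound preincubation then 60min RT; data normalized to NEM, curves fitted.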
TSHR antag = human thyrotropin receptor antagonism. TSHR-expressing cells, TSH-stimulated cAMP HTRF, 2 h; active compounds read low. P16473. activity change, negative = inhibition, % at 11.5 µM. actives 0.2% (n = 330,000). AID 504810;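 active means activity change below a set negative limit, meaning inhibition stronger than a set level, cut at about -70% in these data; inconclusive means activity change between two set negative limits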; further: on the % scale 0 is the no-effect control and ±100 the full control effect
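Antagonism was scored as loss of TSH-driven cAMP in TSHR cells, stimulated with 4nM TSH (EC80) for 2 hours at 37 deg C and detected by homogeneous HTRF competition immunoassay.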
PKM2 activator = activators of human pyruvate kinase M2. actives 0.34% (n = 260,000). P14618. Potency, µM (highest dose often 57.5 µM), without a hit: at the highest dose activation, actives largely listed as activators. purified PKM2, Kinase-Glo ATP luminescence, activation; response scale: 0% is enzyme alone, no compound; further: potency means the concentration at half of the fitted maximal effect; on the % scale 0 is the no-effect control and ±100 the full control effect; nearly all actives have a fitted effect of over 55% in size
Target sequence (P14618 whole entry, looked up): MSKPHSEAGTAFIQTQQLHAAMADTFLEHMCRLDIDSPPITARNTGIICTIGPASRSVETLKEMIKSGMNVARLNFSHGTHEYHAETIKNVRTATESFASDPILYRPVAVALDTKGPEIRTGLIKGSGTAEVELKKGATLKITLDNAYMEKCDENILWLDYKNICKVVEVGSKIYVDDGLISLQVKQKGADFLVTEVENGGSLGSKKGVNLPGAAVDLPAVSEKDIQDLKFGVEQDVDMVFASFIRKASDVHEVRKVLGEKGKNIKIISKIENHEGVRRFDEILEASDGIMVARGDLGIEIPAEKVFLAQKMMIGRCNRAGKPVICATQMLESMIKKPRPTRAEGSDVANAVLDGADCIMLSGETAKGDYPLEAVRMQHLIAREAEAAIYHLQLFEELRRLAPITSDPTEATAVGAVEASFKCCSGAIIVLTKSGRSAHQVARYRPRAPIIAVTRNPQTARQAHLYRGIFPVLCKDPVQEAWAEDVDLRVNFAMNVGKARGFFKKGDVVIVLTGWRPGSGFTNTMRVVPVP
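Purified hPK-M2 (>95% pure) converted ADP (0.1 mM final) to ATP with 0.5 mM PEP in 50 mM imidazole pH7.2, KCl, MgCl2, Tween 20, BSA; 1 h at room temperature. ATP detected by Kinase-Glo luminescence.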
hERG WT inh = blocks the wildtype human KCNH2 potassium channel | activity change, % at 1.84 µM | AID 720551 | actives 0.37% (n = 340,000) | Q12809 | U2OS, BacMam KCNH2, thallium flux FluxOr; active compounds read low;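 active means maximum activity change below -70%; inconclusive means maximum activity change between -70% and -50%; inactive means maximum activity change above -50%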; further: on the % scale 0 is the no-effect control and ±100 the full control effect
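U2OS cells transduced with wild-type KCNH2 virus are loaded with FluxOr dye for 45 min, and thallium flux is measured in kinetic reads before and after stimulation buffer. Rate constants are normalized to DMSO controls.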
Mito fusion yeast = blocks mitochondrial division or promotes mitochondrial fusion. S. cerevisiae fusion-defective mutant growth rescue, CellTiterGlo 48 h. Potency, µM (series often up to 46.1 µM), for inactives: at the highest dose growth rescue (activation), hits mostly activators. actives 0.23% (n = 320,000);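 further: potency means the concentration at half of the fitted maximal effect; % of control where 0% means no effect; nearly all actives have a fitted effect of over 45% in size; temperature-sensitive fusion mutants such as fzo1-1 at 37 °C on non-fermentable ethanol glycerol medium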
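S. cerevisiae fusion-defective temperature-sensitive mutants (e.g. fzo1-1, mgm1-5) grown 48 h at 37C in YPEG (ethanol/glycerol non-fermentable) medium with 23 nl compound per well; growth rescue read as CellTiterGlo luminescence.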
BCR signal inh = inhibitors of chronic active B-cell receptor signaling. ABC-DLBCL IkBa-CBG/CBR reporter, luminescence ratio, 4 h. AID 493014. Potency, µM (titrated, usually from 46.1 µM), for inactives: at the highest dose ratio change, negative = lower green/red ratio, actives largely listed as inhibitors. actives 0.05% (n = 340,000); active means well fitted inhibition curve with a large enough effect in the signal ratio, with a control signal flat, not every such curve was filed as active; inconclusive means small, poorly fitted or top-dose-only effect, or effect the other way, or a change in a side signal; the % refers to the signal ratio;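 further: potency means the concentration at half of the fitted maximal effect; plate controls were basal doxycycline-induced cells for no effect and cells given 10 µM MG132 for full effect; MG132 reads +100%, hits lower the ratio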
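TMD8 ABC-DLBCL cells carrying doxycycline-inducible green luciferase fused to IkappaBalpha plus unfused red luciferase were exposed to compounds (up to 46 uM) for 4 hrs at 37C. Activity came from the overlap-corrected green/red luminescence ratio.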
MBNL1-CUG inh = inhibitors of human MBNL1 binding to CUG repeat RNA; AID 2675; TR-FRET MBNL1-His/biotin-(CUG)12 binding, 665/545 ratio; actives 0.036% (n = 280,000); Potency, µM (doses to about 57.5 µM), inactives show at the top dose activity change, negative = inhibition, most hits filed as inhibitors; active means well fitted inhibition curve with a large enough effect in the signal ratio, with a control signal flat, not every such curve was filed as active; inconclusive means small, poorly fitted or top-dose-only effect, or effect the other way, or a change in a side signal; inactive means no such curve, though single readings can be large or run the other way; the % refers to the signal ratio; further: potency means the concentration at half of the fitted maximal effect; on the % scale 0 is the no-effect control and ±100 the full control effect
Target sequence (Q9NR56 whole entry, looked up): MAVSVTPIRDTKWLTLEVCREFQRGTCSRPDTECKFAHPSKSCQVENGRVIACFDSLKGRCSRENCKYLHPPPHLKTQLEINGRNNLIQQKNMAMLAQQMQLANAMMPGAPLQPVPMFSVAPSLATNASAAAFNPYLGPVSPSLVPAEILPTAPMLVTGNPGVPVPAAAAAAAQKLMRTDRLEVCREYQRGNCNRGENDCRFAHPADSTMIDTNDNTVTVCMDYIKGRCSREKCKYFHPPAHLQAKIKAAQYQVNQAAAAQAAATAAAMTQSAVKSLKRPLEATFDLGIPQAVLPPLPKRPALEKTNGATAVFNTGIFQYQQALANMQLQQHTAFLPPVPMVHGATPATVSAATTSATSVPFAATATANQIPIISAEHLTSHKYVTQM
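TR-FRET readout: Ex 340 nm, 665/545 nm emission ratio, normalized to buffer-only (basal) and MBNL1-(CUG)12 controls. Complex of MBNL1-His with Biotin-(CUG)12, compounds 92 nM–58 uM, incubated 60 min at room temperature.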
ASM inhibitor = human S-ASM enzyme inhibition. placental ASM, HMU-PC fluorogenic substrate, 60 min. Potency, µM (highest dose often 57.5 µM), without a hit: top-dose activity change, negative = inhibition, hits mostly inhibitors. actives 0.006% (n = 340,000). AID 504937; further: potency means the concentration at half of the fitted maximal effect
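qHTS format. ASM enzyme prepared from human placenta hydrolyses the fluorogenic substrate HMU-PC0 (9 uM final) over 60 min at 37 °C after a 10 min compound preincubation.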
The depositor's hits bear a star; i = inactive; u = inconclusive; x = not tested or not shown; [ ] = dose if it differs, or a comment. Unless noted, the call rests on the fitted dose curve; in most records, active means well fitted curve in the direction sought with a large enough effect; inconclusive means small, poorly fitted or top-dose-only effect, or another doubt; inactive means no such curve, though single readings can be large; an effect the other way counts as inactive or inconclusive. These rows are one share of the data; rates above refer to the full screens.

SMILES	Menin-MLL TR inh	GALK inhibitor	Eya2 inh	USP2a inh	TSHR antag	PKM2 activator	hERG WT inh	Mito fusion yeast	BCR signal inh	MBNL1-CUG inh	ASM inhibitor
Cc1cc(C)cc(NC(=S)NC2CC3CCCC(C2)N3CC(C)C)c1 (stereo not drawn)	6%	-2%	1%	1%	13	4%	9	-4%	12%	-5%	0%
CCOc1ccc(NC(=O)C(=O)N/N=C/c2ccccc2F)cc1	u	10%	24%	-1%	21	-12%	4	5%	8%	x	7%
CN(CC(=O)Nc1cccc(F)c1)C(=O)c1ccc2c(c1)NC(=O)CS2	x	x	-5%	2%	-2	x	3	0%	1%	x	-3%
S=c1[nH]nc(Cn2nnc3ccccc32)n1-c1ccc(Cl)cc1	1%	1%	-1%	1%	6	3%	-1	8%	3%	4%	-1%
O=C(COc1ccccc1)Nc1sc2c(c1C(=O)NCc1cccnc1)CCCC2	4%	0%	4%	-1%	-7	-1%	-4	14%	-4%	3%	1%
Cc1ccc(C)c(S(=O)(=O)N2CCN(C(=O)[C@H](Cc3ccccc3)NC(=O)c3ccco3)CC2)c1	x	x	1%	-1%	-3	x	-1	x	2%	x	-1%
CCOC(=O)COc1c(-c2ccc(OC)cc2)oc2ccccc2c1=O	-2%	-3%	-6%	-6%	4	-7%	2	5%	5%	39%[activator]	124%[activator]
CC(C)NCCCCOc1ccccc1-c1ccccc1	5%	0%	3%	-1%	-4	0%	x	2%	-2%	-14%	x
COC(=O)C1=C(CSc2nnnn2C)NC(=O)NC1c1cc(C)ccc1C (stereo not drawn)	36%[activator]	-1%	-26%	2%	0	4%	7	-3%	-1%	-4%	1%
O=C(O)COc1ccc(Nc2ccccc2)cc1	u	4%	9%	2%	-9	0%	-1	-3%	u	1%	2%
COc1ccc(OC)c(/C=N/NC(=O)CCc2c(C)n[nH]c2C)c1	x	5%	0%	-1%	6	0%	23	-5%	-18%	18%	155%[activator]
Cc1ccc(C)c(S(=O)(=O)N/N=C/c2ccc(C(=O)O)cc2)c1	4%	1%	8%	0%	7	4%	-2	1%	1%	-14%	7%
COCCCn1c(=O)/c(=C\c2ccccc2OC(C)C)s/c1=C(/C#N)C(=O)Nc1ccc(C(=O)O)cc1	x	-5%	0%	16%	0	16%	8	2%	u	13%	43%[activator]
COc1ccc(CC(NC(C)=O)C(=O)NC2CCN(C(=O)c3ccc([N+](=O)[O-])cc3)CC2)cc1OC (stereo not drawn)	x	0%	5%	1%	0	-2%	1	6%	0%	u	0%
Cn1nnnc1SCCNS(=O)(=O)c1ccccc1	11%	1%	-7%	-1%	4	4%	0	1%	-2%	2%	2%
CCn1cc(C(=O)NP(=O)(Nc2ccc(C)cc2)Nc2ccc(C)cc2)c2ccccc21	x	1%	-15%	-3%	-2	-7%	-6	6%	0%	x	-2%
COC(=O)C1=C(C(=O)OC)SC2(S1)C(C(=O)OC)=C(C(=O)OC)SC1=C2c2cc(C)cc(C)c2NC1(C)C	6%	-2%	x	x	x	-5%	3	-5%	x	10%	0%
O=C(Nc1ccnn1C1CCN(C(=O)c2cccc(Cl)c2)CC1)C1CC1	x	5%	-1%	-5%	2	x	-6	u	4%	-1%	0%
O=C1CCCN1c1ccc(S(=O)(=O)NCCOc2ccccc2)cc1	1%	1%	3%	0%	-3	2%	-4	-1%	u	-7%	4%
Cc1cc(OCC(=O)NNC(=O)c2cccc(F)c2)ccc1Cl	x	x	3%	0%	3	x	1	-1%	-3%	x	1%
Cc1cc(C)c(-c2c(O)c3cnn(-c4ccccc4)c3[nH]c2=O)c(C)c1	2%	x	-6%	1%	-1	-3%	25	u	4%	-16%[11.5 µM]	-4%
COc1cc(NC(=O)CNc2ccc(Cl)c(S(=O)(=O)N3CCOCC3)c2)cc(OC)c1	x	x	-13%	2%	-23	x	5	1%	-10%	x	1%
N#Cc1c(N)oc(-c2ccccc2)c1-c1ccccc1	-9%	2%	21%	4%	-5	3%	-9	1%	u	u	-2%
Nc1nnc(CCS(=O)(=O)c2ccc(Br)cc2)s1	-4%	4%	0%	-2%	2	5%	-8	-10%	-1%	-3%	2%
Cc1c(NC(=O)c2c(O)c3ccccc3n(C)c2=O)c(=O)n(-c2ccccc2)n1C	5%	-3%	10%	4%	15	2%	i	-3%	u	13%	5%
CCOc1ccc(NC(=O)NNC(=O)c2cc3ccccc3cc2O)cc1	7%	1%	6%	-1%	-6	0%	-2	2%	10%	8%	-2%
Cc1oc(-c2ccccc2)cc1C(=O)Nc1ccc2ccccc2c1	u	2%	2%	-1%	56	-1%	-15	-6%	u	-8%	-2%
Cc1ccc(OCC(=O)N/N=C/C=C/c2ccco2)cc1	21%	-2%	-29%	1%	4	-7%	-5	-1%	-5%	8%	-7%
NC(=O)C1Cc2ccccc2CN1S(=O)(=O)c1cccs1 (stereo not drawn)	1%	10%	3%	3%	-2	-25%	-2	1%	0%	-3%	0%
O=C(Cn1nc(C(=O)O)c2ccccc2c1=O)Nc1cc(S(=O)(=O)N2CCCCC2)ccc1Cl	x	x	-16%	5%	5	x	-9	x	0%	x	-3%
COc1ccc(S(=O)(=O)NCC(=O)Nc2cccc(C)c2C)cc1OC	10%	1%	-1%	-3%	4	12%	x	9%	-13%	-8%	-1%
CC(C)(CC(=O)O)CC(=O)N1CCCN(c2nccc(C(F)(F)F)n2)CC1	-13%	2%	-4%	0%	-2	x	-4	-8%	5%	-19%	0%
Nc1c(-c2ccc(Cl)cc2)cnn1C1CCS(=O)(=O)C1 (stereo not drawn)	-3%	-1%	0%	2%	34	0%	-5	2%	-29%	-5%	1%
Cc1cccc(NC(=O)c2ccc(N3C(=O)C4CCCCC4C3=O)cc2)c1C (stereo not drawn)	x	-9%	3%	0%	14	x	-7	0%	-1%	-2%	-2%
CCOC(=O)NC(=O)CSc1nnc(C)s1	-1%	-1%	6%	2%	-1	0%	-1	1%	15%	-7%	2%
COCC(=O)NC1CCN(S(=O)(=O)c2cccc(C(C)=O)c2)CC1	7%	-1%	6%	-2%	10	-31%	i	-9%	9%	-5%	-5%
CCOC(=O)Nc1ccc2c(CN3CCC(C(=O)OC)CC3)cc(=O)oc2c1	-4%	4%	-11%	0%	-11	x	-32	6%	3%	10%	10%
Cc1ccc(-c2cc(C(F)(F)F)n3nc(C(=O)Nc4ccon4)cc3n2)cc1C	x	5%	-12%	-1%	0	4%	-16	1%	0%	16%	159%[activator]
O=C(Nc1ccc(Cl)cc1)OCc1cc(-c2ccccc2)on1	-72%	-2%	3%	-2%	-5	3%	-5	-6%	u	-1%	-2%
CN(C)S(=O)(=O)c1cc(NC(=O)COC(=O)CCc2ccccc2)ccc1Cl	30%[activator]	-4%	-13%	-2%	-11	4%	-1	-11%	6%	-2%	-13%
O=C1c2ccc(Oc3ccc([N+](=O)[O-])cc3)cc2C(=O)N1c1ccncc1	0%	4%	5%	6%	9	-10%	1	-7%	1%	u	0%
COc1ccc(NC(=O)Nc2cccc3c2O[C@H](CN(C)C(=O)NC2CCCCC2)[C@@H](C)CN([C@H](C)CO)C3=O)cc1	x	x	5%	4%	-5	x	-4	x	2%	x	-3%
CCOc1ccc2nc(SCc3ccc(OC)cc3)sc2c1	-2%	x	-10%	2%	-15	-6%	-7	5%	0%	u	3%
Cc1ccc(-c2nc3cc(NS(=O)(=O)c4ccc(C)cc4)ccc3o2)cc1	-3%	2%	9%	-13%	7	2%	-26	-4%	26%	9%	1%
CC(=O)Nc1ccc(NS(=O)(=O)c2ccccc2)cc1	0%	8%	1%	1%	-2	0%	11	3%	-20%	-7%	5%
COc1ccc(OCC(=O)NCCNC(=O)c2ccccn2)cc1	-1%	4%	10%	2%	-18	x	6	-5%	-7%	2%	-1%
O=C(/C=C/c1ccc([N+](=O)[O-])cc1)NCc1ccccn1	6%	x	4%	2%	5	4%	7	-19%	0%	u	0%
Cc1cccc(-n2[nH]c(C)c(C=Nc3ccc4[nH]c(=O)[nH]c4c3)c2=O)c1	7%	-2%	0%	6%	-7	0%	-15	-1%	-1%	-9%	-25%
Cc1ccc(S(=O)(=O)NC(=O)c2cccn2C)cc1	-10%	4%	25%	2%	32	-6%	-3	7%	-6%	-4%	3%

Assay outcomes (PubChem BioAssay)
